inhibitors of VEEV: inhibitors of VEEV TC-83 cytopathic effect, confirmation, Vero cells (AID 588727); 350,000 tested, 0.13% active; Vero cells, VEEV TC-83 cytopathic effect inhibition; higher % means a stronger effect; inhibition, % at 20 µM; hits with a dose series show IC50 in µM; in the data active = a potency from the dose series; inconclusive = inhibition mostly from about 14% at the one dose, without a potency; inactive = the rest, 99 in 100 with inhibition below about 12%; note: strong numbers were not always called active
M. tuberculosis: growth inhibition of non-replicating M. tuberculosis (AID 488890); 320,000 tested, 0.39% active; inhibition, % at 25 µM; hits with a dose series show IC50 in µM; Mycobacterium tuberculosis non-replicating, growth inhibition; higher % means a stronger effect; in the data active = a potency from the dose series; inconclusive = inhibition mostly from about 82% at the one dose, without a potency; inactive = the rest, 99 in 100 with inhibition below about 76%;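 note: plate controls were DMSO cells for no effect and high antibiotic wells for full effect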
influenza NS1A: H1N1 influenza NS1A inhibitors, functional cell based assay (AID 504329); 340,000 tested, 0.3% active; inhibition, % at 12.5 µM, or IC50 in µM where a hit was titrated; NS1A functional cell-based assay, percent inhibition; higher % means a stronger effect; in the data active = a potency from the dose series; inconclusive = inhibition above about 27% without an active follow-up result; note: strong numbers were not always called active
H37Rv inhibition: M. tuberculosis growth inhibition, HTS (AID 449762); M. tuberculosis H37Rv growth inhibition, 7H9 media; higher % means a stronger effect; one-dose inhibition, % at 25 µM; IC50 in µM for titrated hits; 330,000 tested, 0.59% active; in the data active = a potency from the dose series; inconclusive = inhibition above about 70% without an active follow-up result;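 note: bacterial growth assessed after seven days of incubation; strong numbers were not always called active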
PhoP GFP inhibition: PhoP regulon inhibitors, Salmonella typhi PhoP promoter GFP reporter, confirmatory (AID 1850) | Salmonella Typhi PhoP-promoter GFP reporter, fluorescence, 4 h; higher % means a stronger effect | one-dose inhibition, % at 50 µM; IC50 in µM for titrated hits | 310,000 tested, 0.33% active; in the data active = a potency from the dose series; inconclusive = inhibition mostly from about 25% at the one dose, without a potency; inactive = the rest, 99 in 100 with inhibition below about 19%;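 note: 0% = induced wells with vehicle and 100% = uninduced wells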
inhibitors of VEEV 10K pilot screen: recorded beside inhibitors of VEEV, whose call it bears; inhibition, %; measured here: 10K pilot screen inhibition
Numbers without * were called inactive; i = inactive; ? = inconclusive; . = no result given.

SMILES | inhibitors of VEEV | M. tuberculosis | influenza NS1A | H37Rv inhibition | PhoP GFP inhibition | others
COCc1cc(C)nc2sc(C(=O)Nc3ccccc3C)c(N)c12 | 7.0% | 24% | -7% | 10% | -2%
Cc1nc(Nc2ccccc2F)c2oc3ccccc3c2n1 | i | 11% | -3% | 0% | 0%
CC1(C(=O)NCc2cccnc2)CCC(=O)N1Cc1cccs1 (configuration not stated) | 1.0% | 22% | 3% | -4% | -23%
COc1cc(/C=C(\C#N)C(=O)Nc2cccc(C(=O)O)c2)ccc1OCc1ccc(C)cc1 | 1.1% | 23% | 5% | 49% | 18%
NC(=O)Cn1c(=O)n(CCc2ccccc2)c(=O)c2c3c(sc21)CCCC3 | 4.3% | 0% | 11% | 2% | -2%
O=C(O)Cn1nnnc1-c1ccc(F)cc1 | i | -10% | 9% | -12% | -10%
COc1cc(C(=O)Nc2nnc(CC(C)(C)C)s2)c([N+](=O)[O-])cc1OC | 0.7% | 17% | -3% | -1% | 6%
Cc1ccc(CN2C(=O)CCC2C(=O)NCCc2ccccc2)cc1 (configuration not stated) | i | -12% | -16% | -5% | -1%
O=C(CSc1nnc(C2COc3ccccc3O2)o1)Nc1ccc(F)cc1Cl (configuration not stated) | 1.7% | . | -3% | -6% | -4%
COc1ccccc1NC(=O)CN1CCCCC1 | 0.9% | 15% | -8% | 1% | -3%
CC(C)Cn1c(N)c(C(=O)COC(=O)c2c(O)c(Cl)cc(Cl)c2Cl)c(=O)n(C)c1=O | 5.2% | 48% | 10% | -5% | .
Cc1occc1C(=O)NC1CCCN(Cc2ccc(Cl)cc2)C1 (configuration not stated) | 0.7% | 36% | 1% | 7% | 7%
OC[C@@H](O)[C@H](O)C(/C=N/Nc1ccccc1)=N\Nc1ccccc1 | 6.7% | 22% | -8% | ? | 1%
CCOC(=O)c1c(/N=C/c2cc(OC)cc([N+](=O)[O-])c2O)sc(C)c1C | 0.8% | 5% | 1% | -3% | -7%
C[C@@H]1CN[C@H](CCO)/C1=C\c1ccccc1 | 0.4% | . | 4% | . | .
Cc1cc2c(cc(C(=O)N3CCC(C(=O)NC4CCCC4)CC3)n2Cc2c(F)cccc2Cl)o1 | i | 42% | 2% | -6% | 2% | inhibitors of VEEV 10K pilot screen=0.0
CCOC(=O)c1c(C)[nH]c(C(=O)OCC(=O)Nc2cccnc2Cl)c1C | 9.3% | -5% | 1% | -4% | 4%
COc1ccc(N2CSC3=C(C#N)C(c4cc(OC)c(OC)cc4OC)CC(=O)N3C2)c(OC)c1 (configuration not stated) | 2.5% | -3% | -6% | -3% | -6% | inhibitors of VEEV 10K pilot screen=3.3
O=C(c1cccc(N2C(=O)C3C4C=CC(C4)C3C2=O)c1)N1CCN(c2ccccc2Cl)CC1 (configuration not stated) | i | 10% | 15% | 0% | 6%
COc1ccc(/C=N/NC(=O)CCCC(=O)NC2CCCCC2)cc1 | 1.8% | -6% | 8% | -1% | -3%
CCCOc1ccc(N2C(=O)CC(SC(=NCC)NCC)C2=O)cc1 (configuration not stated) | 3.2% | -9% | -7% | -1% | -5%
COc1ccc(CCNC(=O)CCNS(=O)(=O)c2ccc3c(c2)CCN3C(C)=O)cc1OC | i | -6% | -5% | -4% | -1%
O=C(NCc1ccccn1)c1ccc(Cn2cc(C(F)(F)F)ccc2=O)cc1 | 1.5% | -29% | -6% | -6% | 12%
Cc1ccc(-c2c(C(=O)N/N=C/c3cccnc3)nnn2-c2nonc2N)cc1 | 3.2% | 23% | 3% | 6% | 4%
CN(CC#CC(O)(c1ccccc1)c1ccccc1)C(C)(C)C | 3.7% | 2% | . | -1% | 3%

New compounds follow
SMILES | inhibitors of VEEV | M. tuberculosis | influenza NS1A | H37Rv inhibition | PhoP GFP inhibition | others
O=C(CN(c1ccccc1Cl)S(=O)(=O)c1ccccc1)NCc1ccccc1 | 2.7% | . | -12% | . | .
CC(C)(OC(=O)NC(=O)C(F)(F)F)C(C)(C)OC(=O)NC(=O)C(F)(F)F | 0.7% | 12% | -2% | -10% | -3%
CC(=O)Oc1ccc(-c2cc3c(OC(C)=O)cc(OC(C)=O)cc3oc2=O)cc1 | 1.1% | 36% | -1% | -5% | 4%
COc1cc(NC(=O)CN(c2cc(C)cc(C)c2)S(=O)(=O)c2c(C)[nH]c(=O)[nH]c2=O)cc(OC)c1 | 2.2% | 17% | -13% | 0% | -6%
Cc1cc(C(=O)NNC(=O)c2ccccc2[N+](=O)[O-])c(C)o1 | i | -3% | -5% | 3% | .
CCCC[N+]12C3C[C@H](C4[C@H](O)[C@]5(C[C@@H]41)c1ccccc1N(C)[C@@H]35)[C@H](CC)[C@H]2O (some centres not stated) | 0.8% | -5% | -10% | 10% | -4%
c1coc(C2Nc3ccccc3C3OCCC23)c1 (configuration not stated) | 4.8% | 2% | -1% | -2% | -3%
Cc1ccc(CNC(=O)c2cccc(S(C)(=O)=O)c2)cc1 | i | -8% | -10% | 3% | -7%
Cc1ccc(C(C)NC(=O)c2cc(C)oc2C)cc1 (configuration not stated) | 0.9% | 21% | 14% | -3% | -15%
CC1Cc2ccccc2N1C(=S)NC(=O)c1cccc(Br)c1 (configuration not stated) | 4.0% | ? | -2% | ? | -4%
CC(=O)N1CCc2cc(S(=O)(=O)CCC(=O)N3CCN(C(=O)c4ccco4)CC3)ccc21 | i | 17% | 10% | 0% | -16%
CN1CCN(C(=O)CCCN2C(=O)/C(=C/c3ccccc3)SC2=S)CC1 | 8.9% | 51% | 8% | 0% | -9%
COc1ccc(C2NC(Cc3ccccc3)(C(=O)O)C3C(=O)N(c4ccccc4OC)C(=O)C23)cc1 (configuration not stated) | 0.7% | -8% | 1% | -4% | 7%
Cn1nc(-c2ccc(N3CCOCC3)c(NS(=O)(=O)c3ccccc3)c2)c2ccccc2c1=O | 1.5% | 2% | 1% | -8% | 0%
CC1CC(C)CN(C(=O)c2cc(-c3ccncc3)nc3ccccc23)C1 (configuration not stated) | 1.5% | 8% | 1% | -4% | 8%
CCOC(=O)C(CC)/C(C)=N/NC(=O)c1ccc([N+](=O)[O-])cc1 (configuration not stated) | 0.5% | 1% | -6% | -5% | -5%
O=C(OCCc1cc2ccccc2c(=O)o1)c1ccccc1C(F)(F)F | 1.4% | 58% | 0% | 9% | . | inhibitors of VEEV 10K pilot screen=1.7
O=C(NCCc1ccccc1)c1ccc2[nH]c(=O)c(=O)[nH]c2c1 | 0.6% | -1% | 5% | 2% | 7%
Cc1ccccc1C(=O)NNC(=O)Cc1cccc2ccccc12 | 0.9% | 1% | 5% | -4% | -4%
CN1CCc2cccc(Cl)c2CC1 | i | -1% | 0% | 0% | 2%
COc1ccccc1CNC(=O)COC(=O)c1ccc(NC(N)=O)cc1 | 0.8% | 18% | -7% | 0% | 1%
CN(CC(O)COc1c(F)cc(Br)cc1F)C1CCCCC1 (configuration not stated) | 0.2% | 38% | 3% | 1% | -2%
O=C(OCC(=O)c1ccc(Cl)s1)c1ccc2ccccc2n1 | 1.1% | ? | -6% | 0% | 5%
O=C(CS(=O)(=O)c1c[nH]c2ccccc12)N1CCCCCC1 | 0.6% | -3% | -13% | 0% | 13%
CCOC(=O)C1=C(COC(=O)/C=C/c2ccc(OCC)c(OC)c2)NC(=O)NC1C (configuration not stated) | 11% | 25% | 1% | 30% | -1%

Continued:
SMILES | inhibitors of VEEV | M. tuberculosis | influenza NS1A | H37Rv inhibition | PhoP GFP inhibition | others
CC(=C/c1ccccc1)/C=N/NC(=O)c1nnn(-c2nonc2N)c1CN1CCC(C)CC1 | 3.3% | 24% | 1% | 26% | 3%
Cc1ccc(S(=O)(=O)NCCC(=O)NNc2c(F)c(F)cc(F)c2F)cc1 | 1.9% | -6% | -9% | 1% | .
COC(=O)C1=C(C)N(Cc2ccccc2)C(=NCCc2ccccn2)N[C@H]1c1cccc(C(F)(F)F)c1 | 0.7% | ? | 4% | 44% | .
CCOc1ccc(NS(=O)(=O)c2ccc(NC(=O)c3ccccc3C(=O)O)cc2)cc1 | 0.8% | -5% | -21% | 4% | 10%
Cn1c(CNC(=O)c2ccco2)nnc1SCC(=O)Nc1c(F)cc(F)cc1Br | 0.7% | 11% | 2% | 1% | 11%
N/C(=N\OC(=O)CC1CCCCC1)c1ccccn1 | i | 75% | -11% | -9% | -4%
CCOC(=O)c1ccc(NC(=S)Nc2ccccc2)cc1 | 1.8% | ? | -9% | ? | -9%
Cc1c(NC(=O)Nc2ccc(Cl)c(Cl)c2)sc(=S)n1C | 0.5% | ? | 7% | 0% | -1%
COCCn1c(-c2ccc(OC)cc2)cnc1SCC(=O)Nc1cc(C)on1 | 0.7% | 35% | 15% | 6% | 6%
CC(C)(C)CC(=O)Nc1ccc(-c2cn3cccnc3n2)cc1 | 1.2% | -6% | 24% | 0% | 1%
CCOc1ccc(N(CC(=O)Nc2cc(C)cc(C)c2)S(C)(=O)=O)cc1 | 1.7% | 0% | 2% | 8% | -2%
COC(=O)c1nc2n(n1)C(c1ccc([N+](=O)[O-])cc1)C(C(=O)Nc1ccc(Cl)cc1)=C(C)N2 (configuration not stated) | 0.7% | -7% | -8% | -3% | -3%
COC(=O)c1cc2oc(C)cc2n1CC(=O)N1CCCc2ccccc21 | 0.2% | 32% | 1% | -7% | -6%
O=C(NC(=O)c1c(F)cccc1F)Nc1cccc(Oc2ncc(Cl)cn2)c1 | 0.7% | . | -18% | . | .
CCOC(=O)C1=C(Nc2ccccc2)CC(C)(O)C(C(=O)OCC)C1c1ccccc1 (configuration not stated) | 0.2% | 6% | -1% | -3% | -4%
Cc1ccc([N+](=O)[O-])cc1S(=O)(=O)Nc1ccc(O)c(Sc2ncn[nH]2)c1 | 1.9% | 3% | -23% | 2% | -2%
CC(=O)Oc1ccc(/C=C(\NC(=O)c2ccco2)C(=O)NCc2ccccc2)cc1 | 3.0% | -14% | 6% | -4% | 11%
CCOC(=O)c1ccc(NC(=S)N2CCN(c3ccc(N4CCOCC4)nn3)CC2)cc1 | 3.7% | 23% | -5% | 10% | 5%
Cc1ccc(S(=O)(=O)N(C)CC(=O)N2CCCCCCC2)cc1 | 0.9% | 15% | -9% | -2% | -7%
CCN1CCN(CCNC(=O)c2ccc(CS(=O)(=O)c3c(Cl)cccc3Cl)o2)CC1 | 0.4% | -21% | -2% | -6% | 7%

15 structures out of the list, ordered by SMILES length, largest number first:
SMILES | inhibitors of VEEV | M. tuberculosis | influenza NS1A | H37Rv inhibition | PhoP GFP inhibition | others
COC(=O)c1nc2n(n1)C(c1ccc([N+](=O)[O-])cc1)C(C(=O)Nc1ccc(Cl)cc1)=C(C)N2 (configuration not stated) | 0.7% | -7% | -8% | -3% | -3%
COC(=O)C1=C(C)N(Cc2ccccc2)C(=NCCc2ccccn2)N[C@H]1c1cccc(C(F)(F)F)c1 | 0.7% | ? | 4% | 44% | .
Cc1ccc([N+](=O)[O-])cc1S(=O)(=O)Nc1ccc(O)c(Sc2ncn[nH]2)c1 | 1.9% | 3% | -23% | 2% | -2%
CC(=C/c1ccccc1)/C=N/NC(=O)c1nnn(-c2nonc2N)c1CN1CCC(C)CC1 | 3.3% | 24% | 1% | 26% | 3%
CCN1CCN(CCNC(=O)c2ccc(CS(=O)(=O)c3c(Cl)cccc3Cl)o2)CC1 | 0.4% | -21% | -2% | -6% | 7%
CC(=O)Oc1ccc(/C=C(\NC(=O)c2ccco2)C(=O)NCc2ccccc2)cc1 | 3.0% | -14% | 6% | -4% | 11%
Cc1ccc(S(=O)(=O)NCCC(=O)NNc2c(F)c(F)cc(F)c2F)cc1 | 1.9% | -6% | -9% | 1% | .
CCOc1ccc(N(CC(=O)Nc2cc(C)cc(C)c2)S(C)(=O)=O)cc1 | 1.7% | 0% | 2% | 8% | -2%
COCCn1c(-c2ccc(OC)cc2)cnc1SCC(=O)Nc1cc(C)on1 | 0.7% | 35% | 15% | 6% | 6%
COC(=O)c1cc2oc(C)cc2n1CC(=O)N1CCCc2ccccc21 | 0.2% | 32% | 1% | -7% | -6%
Cc1ccc(S(=O)(=O)N(C)CC(=O)N2CCCCCCC2)cc1 | 0.9% | 15% | -9% | -2% | -7%
CC(C)(C)CC(=O)Nc1ccc(-c2cn3cccnc3n2)cc1 | 1.2% | -6% | 24% | 0% | 1%
Cc1c(NC(=O)Nc2ccc(Cl)c(Cl)c2)sc(=S)n1C | 0.5% | ? | 7% | 0% | -1%
CCOC(=O)c1ccc(NC(=S)Nc2ccccc2)cc1 | 1.8% | ? | -9% | ? | -9%
N/C(=N\OC(=O)CC1CCCCC1)c1ccccn1 | i | 75% | -11% | -9% | -4%
